# CHRM4 agonist – human M4 muscarinic receptor agonists, primary screen, CHO-K1 cells, Fluo-8 calcium fluorescence. CHO-K1 hM4/Gqi5; vehicle 0%, full acetylcholine response 100%. activation, % at 3 µM. actives 0.14% (n = 360,000);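 active = activation above the run mean over all test wells plus 3 SD, cut at about 32% in these data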;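 also: peak over basal fluorescence ratio per well then scaled between controls; 0% = DMSO wells and 100% = acetylcholine at EC100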
# Target sequence (P08173 whole entry, looked up): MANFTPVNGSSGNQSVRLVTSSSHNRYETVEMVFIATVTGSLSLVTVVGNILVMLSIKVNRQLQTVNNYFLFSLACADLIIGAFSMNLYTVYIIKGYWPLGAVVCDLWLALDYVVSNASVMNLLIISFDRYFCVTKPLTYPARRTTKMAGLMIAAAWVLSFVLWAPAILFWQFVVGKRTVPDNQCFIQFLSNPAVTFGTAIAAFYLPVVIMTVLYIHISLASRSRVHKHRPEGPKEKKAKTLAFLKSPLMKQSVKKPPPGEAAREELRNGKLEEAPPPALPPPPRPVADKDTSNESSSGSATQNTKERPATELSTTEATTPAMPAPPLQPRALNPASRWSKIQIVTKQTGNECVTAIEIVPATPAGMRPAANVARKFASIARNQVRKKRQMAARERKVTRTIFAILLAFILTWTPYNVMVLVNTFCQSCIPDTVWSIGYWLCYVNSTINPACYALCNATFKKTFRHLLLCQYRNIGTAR
# CHRM5 antagonist – human M5 muscarinic receptor antagonists, primary screen, CHO cells, Fluo-8 calcium fluorescence | Muscarinic acetylcholine receptor M5 (Homo sapiens), P08912 | CHO-hM5 cells, ACh EC80 | inhibition, % at 3 µM | actives 0.59% (n = 360,000);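 active = inhibition above a per-plate cutoff, the mean of that plate's test compounds plus 3 SD, cut at about 27% in these data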;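 also: 0% = acetylcholine EC80 with DMSO and 100% = DMSO without agonist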
# Target sequence (P08912 whole entry, looked up): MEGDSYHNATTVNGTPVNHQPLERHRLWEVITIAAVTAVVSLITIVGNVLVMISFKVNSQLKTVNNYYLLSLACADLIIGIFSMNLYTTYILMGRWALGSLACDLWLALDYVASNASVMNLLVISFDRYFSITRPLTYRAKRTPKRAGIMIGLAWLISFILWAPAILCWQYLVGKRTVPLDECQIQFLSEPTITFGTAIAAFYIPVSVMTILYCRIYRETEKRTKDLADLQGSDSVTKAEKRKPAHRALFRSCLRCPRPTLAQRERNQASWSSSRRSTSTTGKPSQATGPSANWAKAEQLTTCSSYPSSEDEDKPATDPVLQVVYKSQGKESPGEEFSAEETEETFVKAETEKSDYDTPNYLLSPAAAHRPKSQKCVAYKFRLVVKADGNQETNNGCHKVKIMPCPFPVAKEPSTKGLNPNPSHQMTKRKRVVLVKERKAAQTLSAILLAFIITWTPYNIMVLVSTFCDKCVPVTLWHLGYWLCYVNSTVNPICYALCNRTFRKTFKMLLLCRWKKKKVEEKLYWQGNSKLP
# CHRM1 antagonist – human M1 muscarinic receptor antagonists, primary screen, CHO-K1 cells, Fluo-8 calcium fluorescence, 1536-well; actives 1.3% (n = 360,000); CHO-K1 hM1, ACh EC80 antagonist; AID 588852, 2011; inhibition, % at 3 µM; Muscarinic acetylcholine receptor M1 (Homo sapiens), P11229;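 active = percent inhibition above its own plate's cutoff, namely the mean of that plate's compound wells plus 3 SD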;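 also: peak over basal fluorescence ratio during 140 s after agonist addition; 0% = ACh EC80 plus DMSO and 100% = DMSO alone without agonist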
# CHRM4 PAM – human M4 muscarinic receptor positive allosteric modulators, primary screen, CHO-K1 cells, Fluo-8 calcium fluorescence; CHO-K1 hM4/Gqi5, ACh EC20; 0% = ACh EC20, 100% = maximal ACh; activation, % at 3 µM; Muscarinic acetylcholine receptor M4 (Homo sapiens), P08173; AID 624126, 2012; actives 0.4% (n = 360,000);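 active = activation above its plate's cutoff, the mean activation of sample wells plus 3 SD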; also: some results filed as inactive read as strong as hits
# CHRM4 antagonist – human M4 muscarinic receptor antagonists, primary screen, CHO cells, Fluo-8 calcium fluorescence | CHO-hM4 cells, ACh EC80 | inhibition, % at 3 µM | actives 0.73% (n = 360,000);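 active = inhibition above its plate's cutoff, the mean inhibition of sample wells plus 3 SD, cut at about 27% in these data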;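 also: 0% = acetylcholine EC80 with DMSO and 100% = DMSO without agonist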
# M1 PAM – human M1 muscarinic receptor positive allosteric modulators, primary screen, CHO-K1 cells, Fluo-8 calcium fluorescence, 1536-well; Muscarinic acetylcholine receptor M1 (Homo sapiens), P11229; CHO-K1 hM1, ACh EC20; 0% = ACh EC20, 100% = maximal ACh; activation, % at 3 µM; actives 0.088% (n = 360,000); in the data active = activation above about 19%, passing the limit was not always enough
# M5 ag – human M5 muscarinic receptor agonists, primary screen, CHO-K1 cells, Fluo-8 calcium fluorescence | CHO-K1 hM5 cells; 0% DMSO wells, 100% maximal acetylcholine response | activation, % at 3 µM | actives 0.19% (n = 360,000) | AID 624037, 2012;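 active = activation above the run's mean over test compounds plus 3 SD, cut at about 23% in these data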;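 also: signal is peak over basal fluorescence ratio across the kinetic read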
# CRFR2-BP ag – agonists of CRF-BP/CRF-R2 complex, primary screen, cell-based, HEK293, calcium dye fluorescence, uHTS. calcium dye fluorescence (FLIPR); percent of saturating CRF peptide response. activation, % at 13.2 µM. actives 0.46% (n = 350,000). AID 588473, 2011;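 active = activation of at least 50%, plus an integration ratio under a set limit after plate pattern correction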;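 also: plate controls were neutral control wells without compound for no effect and CRF at EC100 for full effect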
# CHRM5 PAM – human M5 muscarinic receptor positive allosteric modulators, primary screen, CHO-K1 cells, Fluo-8 calcium fluorescence. actives 0.3% (n = 360,000). CHO-K1 hM5, ACh EC20 PAM; 0% = ACh EC20, 100% = ACh EC100. Muscarinic acetylcholine receptor M5 (Homo sapiens), P08912. AID 624038, 2012. activation, % at 3 µM;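 active = activation above the run cutoff, the mean activation of all test compounds plus 3 SD, cut at about 18% in these data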
#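 Probe or stimulus: acetylcholine, EC20 level; Assay system: human M5 receptor in CHO-K1 cells; Schedule: compound preincubation 140 s before EC20 acetylcholine addition; Technique: intracellular calcium via Fluo-8 fluorescence; Dosing: single-point, 3 µM nominal; Read-out basis: percent activation from peak-over-basal fluorescence ratio, scaled EC20-to-EC100 acetylcholine; Repeats: one well per compound, no replicates.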
# Numbers without * were called inactive; / = no result given; & = joins results of further samples. No enrichment for hits. Share with any hit: about 2.8%.
SMILES,CHRM4 agonist,CHRM5 antagonist,CHRM1 antagonist,CHRM4 PAM,CHRM4 antagonist,M1 PAM,M5 ag,CRFR2-BP ag,CHRM5 PAM
O=C(CSCc1c[nH]c(=O)[nH]c1=O)OCC(=O)c1ccc(Br)cc1,1.2,-6.8,-2.7,6.1,9.3,9.9,0.2,-0.1,-2.4
COc1ccccc1NS(=O)(=O)c1ccc2oc(SCC(C)=O)nc2c1,14.7,8.3,6.9,-8.1,10.9,-4.4,7.3,-0.5,-8.0
COc1ccccc1NCC(O)Cn1c2ccccc2c2ccccc21 (stereo not drawn),1.5,5.3,12.0,-5.4,10.0,-3.1,-2.1,1.6,-5.0
CC(=O)N1c2ccc(S(=O)(=O)N3CCCC(C(=O)Nc4ccc(F)cc4)C3)cc2CC1C (stereo not drawn),8.8,8.7,-7.0,-2.2,-4.3,2.3,2.7,-0.7,-14.9
CCOc1ccc(N(CC)C(=O)c2cn(CC)c(=O)c3cc(OC)c(OC)cc23)cc1,3.1,11.4,-10.5,0.4,-11.6,10.4,0.5,-3.8,-0.9
C=CCNC(=S)N/N=C(\C)c1cccc(NC(C)=O)c1,1.2,2.4,-9.8,-1.1,1.2,5.9,-1.4,-1.0,7.8
CCN(C[C@H]1N[C@@](Cc2ccccc2)(C(=O)OC)[C@H]2C(=O)N(Cc3ccccc3)C(=O)[C@@H]12)C(=O)Nc1ccc(F)cc1,-0.9,-4.6,-14.9,1.9,-6.5,5.7,-1.5,0.5,-6.6
Cc1ccsc1C(=O)OCC(=O)c1cc2ccccc2o1,-1.4,12.7,0.7,-3.0,-2.4,0.9,-4.5,-0.9,-3.5
CCCc1cnc(N2CCN(C(=O)c3ccc(OC)cc3)CC2)nc1,5.9,1.1,-0.5,-0.9,-5.0,5.0,-3.4,13.8,1.2
Cc1cc(C(=O)Nc2ccc3c(c2)CCC3)ccc1[N+](=O)[O-],4.6,11.3,-3.0,-8.2,13.5,-4.3,-8.3,-6.5,-5.2
COc1ccc(/C=N/Nc2cc(C)nc3ccc(OC)cc23)c(OC)c1,-0.3,3.9,7.2,-2.9,14.2,3.2,1.7,1.3,3.8
COc1ccccc1NC(=O)COC(=O)c1ccc2c(=O)n3c(nc2c1)CCC3,1.4,6.5,1.5,-4.3,8.6,1.0,1.3,-0.5,-11.7
CC(C)[C@H](NS(=O)(=O)c1ccccc1)C(=O)Nc1nccs1,1.0,3.9,-3.6,3.9,-9.7,8.0,0.4,1.8,0.5
COc1ccc(/C(C)=N\NC(=O)c2ccc(-c3ccccc3)cc2)c(F)c1,1.1,-12.6,-10.9,3.3,3.9,9.2,-2.1,0.1,5.2
CCN(Cc1ccccc1)c1ccc(/C=N/N2CCOCC2)cc1,-1.5,6.8,13.2,-2.3,-0.8,-7.0,-6.2,-1.9,-4.4
Cc1ccc2oc(C(=O)N(C)CCC(O)c3ccccc3)c(C)c2c1 (stereo not drawn),4.4,16.2,-2.9,-6.3,0.8,2.5,-1.6,-0.3,0.2
Cc1cc(N2CCN(c3ccccc3)CC2)nc(N)n1,0.7,3.9,-11.1,-6.9,2.5,7.7,-2.0,15.1,0.8
O=C(O)c1ccccc1NS(=O)(=O)c1cccc(N=Nc2c(O)[nH]c(=S)[nH]c2=O)c1,0.6,11.4,-3.1,6.8,0.0,3.9,2.4,-1.2,-0.4
CC(=O)CSc1nc2c(c(=O)[nH]c(=O)n2C)n1Cc1cccc(Br)c1,6.0,1.4,-12.4,-7.6,-0.2,3.3,3.4,-1.4,-5.1
COc1cc(CNC(C)c2ccccc2)c(Br)cc1OCC(N)=O (stereo not drawn),0.6,-4.2,-5.4,1.2,-6.7,4.3,-0.1,1.8,1.3
C/C(N)=C(/C#N)C(=O)COC(=O)CCSc1ccccc1,5.3&4.3,4.7&-5.5,-4.2&-4.4,2.3&-0.2,-7.4&4.4,-1.0&3.0,4.2&3.1,-2.5&-1.1,-3.9&-2.3
COc1ccc(CNC(=O)CN(Cc2ccc(Cl)cc2)S(C)(=O)=O)cc1,3.2,-1.1,-8.2,3.7,-6.6,7.4,-3.1,-0.3,-0.6
O=C(COC(=O)/C=C/c1ccc(S(=O)(=O)N2CCOCC2)cc1)NCc1ccc(Cl)cc1,2.2,-15.8,4.3,16.8,-16.1,4.2,9.2,-0.2,19.4*
COc1ccc(S(=O)(=O)NCC2CCCN(C(=O)c3sccc3C)C2)cc1 (stereo not drawn),1.8,-8.9,-12.0,-1.0,5.5,8.6,3.6,0.0,9.4
O=C(N/C(=C\c1ccco1)C(=O)N1CCOCC1)c1ccco1,1.2,5.3,-18.9,3.7,5.2,12.8,-1.5,2.4,7.0
CCCCCNc1nc2ccccc2nc1NS(=O)(=O)c1cccs1,0.0,-2.2,7.4,4.2,13.9,-1.0,-0.9,-2.3,0.5
Cc1cc(/C=N/O)c(C)n1-c1ccc(Br)cc1,-0.1,-8.4,-11.3,3.3,-7.8,3.6,-2.9,-0.6,10.4
Nc1cc(S(=O)(=O)Nc2ccccc2Cl)ccc1N1CCCCC1,7.7,8.5,21.5,-7.5,8.4,-10.0,7.6,-0.8,-18.3
CC(CNC(=O)CCc1nnc2ccc(N3CCC4(CC3)OCCO4)nn12)c1ccccc1 (stereo not drawn),1.8,15.9,17.6,-8.4,8.0,-5.1,-2.9,0.0,-5.9
COc1ccc(/C=N/NC(=O)Nc2nonc2N)cc1,0.1,-0.3,-2.6,2.7,9.1,3.0,1.6,-1.6,0.3

# Only CHRM4 antagonist, M1 PAM and CHRM5 PAM, for some of the entries so far:
SMILES	CHRM4 antagonist	M1 PAM	CHRM5 PAM
Nc1cc(S(=O)(=O)Nc2ccccc2Cl)ccc1N1CCCCC1	8.4	-10.0	-18.3
CC(CNC(=O)CCc1nnc2ccc(N3CCC4(CC3)OCCO4)nn12)c1ccccc1 (stereo not drawn)	8.0	-5.1	-5.9
CCCCCNc1nc2ccccc2nc1NS(=O)(=O)c1cccs1	13.9	-1.0	0.5

# Following part
SMILES,CHRM4 agonist,CHRM5 antagonist,CHRM1 antagonist,CHRM4 PAM,CHRM4 antagonist,M1 PAM,M5 ag,CRFR2-BP ag,CHRM5 PAM
COc1ccccc1NC(=O)Nc1nc(CC(=O)Nc2ccc(F)cc2)cs1,12.0,11.7,3.7,0.9,-10.0,-1.6,4.0,0.7,-13.9
COCCNC(=O)CSc1nc2c(n1-c1ccccc1)CCCC2,1.0,-4.0,2.3,5.5,-13.5,2.9,-2.0,1.8,-1.8
Cn1nc(C(C)(C)C)c(NC(=O)c2sccc2Cl)c1C(C)(C)C,0.3,-1.7,-3.6,-11.2,-5.0,1.9,-9.9,-0.2,1.9
COc1ccc(C)cc1NC(=O)CCNC(=O)Cn1cnc2ccccc2c1=O,1.3,14.3,-15.1,9.8,-17.6,9.4,-2.8,0.7,5.2
CCn1c(N2CCN(CC(=O)c3c[nH]c4ccccc34)CC2)nc2c1c(=O)[nH]c(=O)n2C,2.3,-4.8,-15.5,1.0,2.2,-1.2,-1.5,0.1,2.6
CSc1sc(C(=O)NCC2CC2)cc1S(=O)(=O)C(C)C,0.8,3.6,-22.5,4.5,-4.9,14.1,2.7,4.6,4.0
Cc1c(C(=O)N2CC(C)OC(C)C2)sc2nc(-c3ccc(F)cc3)cn12 (stereo not drawn),1.4,-4.9,-4.0,7.0,-5.0,5.1,-1.7,0.7,4.7
CSc1ccc(/C=N/NC(=O)CN2CCN(Cc3ccc(Cl)cc3)CC2)cc1,2.0,0.8,-10.7,-16.7,34.7*,9.6,-1.9,49.4,-1.2
O=C(CN1CCOCC1)Nc1nc2ccc(F)cc2s1,2.7,-0.3,-14.0,-4.4,-7.7,9.1,2.6,0.5,-5.4
CCOC(=O)C1CCN(CCCSc2ccc(C)cc2)CC1,0.8,-11.9,19.0,-9.7,-12.1,-12.7,-20.8,2.5,-0.4
CCN1CCN(CCCNC(=O)CCCn2nc(C)c3sc4ccccc4c3c2=O)CC1,1.2,18.5,-9.7,-4.2,5.1,0.8,-9.5,0.2,-1.5
COC(=O)/C(=C\Nc1ccccc1N)c1ncc(C(F)(F)F)cc1Cl,-0.2,-7.6,-5.5,-3.9,-2.7,-1.7,-7.4,-1.2,0.2
CCCOC(=O)c1cc2ccccc2oc1=O,-2.8,-5.6,-1.0,4.9,7.4,3.6,0.2,-1.0,0.7
Cc1ccccc1Cn1ccc(-c2ccc(Cl)cc2)c(C#N)c1=O,-0.3,2.8,0.9,-1.2,-5.1,6.3,0.0,-1.9,2.4
Nc1cc(S(=O)(=O)Nc2ccccc2Cl)ccc1N1CCOCC1,8.8,11.9,-0.3,-14.7,2.1,-3.2,6.6,1.6,-6.9
CCc1ccc(OC)c(S(=O)(=O)N2CCN(C(=O)c3ccco3)CC2)c1,2.3,1.4,-13.1,-2.9,-7.7,4.2,2.0,-1.1,-7.4
CCOC(=O)C1=C(C)NC(C)=C(C(=O)OCC)C1C,-1.8,0.4,-4.6,3.5,5.9,6.7,-4.7,-5.1,2.0
Cc1ccn2c(CNCC3OCCc4ccccc43)c(C(=O)N3CCCCCC3)nc2c1 (stereo not drawn),3.3,-3.2,1.0,-5.2,-3.9,5.3,-1.8,0.1,1.3
COc1ccc(N(CC(=O)N2CCC(Cc3ccccc3)CC2)S(C)(=O)=O)cc1,2.1,8.2,-5.8,-1.7,1.4,7.7,-1.2,1.5,-0.5
COc1cc(C(=O)Nc2nc(N)n(-c3ccccc3)n2)cc(OC)c1OC,0.0,-4.0,-21.1,3.6,4.7,2.4,-0.6,2.3,5.5
O=C(COc1cccc(Cl)c1)Nc1ccccc1N1CCCCC1,0.5,1.9,-8.9,3.8,-9.7,6.0,2.5,0.1,-0.8
C[C@@H](NC(=O)[C@H]1O[C@@H](n2cnc3c(N)ncnc32)[C@H](O)[C@@H]1O)c1cccc2ccccc12,0.5,9.7,-27.3,14.6,-6.0,2.0,-1.6,/,9.3
Cc1c(NC(=O)/C(C#N)=C/c2cccs2)c(=O)n(-c2ccccc2)n1C,9.6,5.2,-3.5,-0.7,3.4,-0.4,-7.5,0.4,-1.7
CCN1CCN(Cc2c(C)[nH]c3ccc(C(=O)OC)cc3c2=O)CC1,0.9,-0.9,-5.7,6.8,-3.2,3.8,-3.3,0.6,3.9
COCCOC(=O)CC1=NC(=O)CS1,0.8,-2.5,-62.2,19.7,-5.9,18.1,-3.1,8.8,5.0
COc1ccc(NC(=O)CN(c2ccc(C(C)C)cc2)S(=O)(=O)c2c(C)noc2C)cc1OC,1.1,2.1,-6.9,7.9,-9.9,3.4,-0.4,-1.2,1.6

# Source: PubChem (several laboratories)
